Screening results as filed in PubChem BioAssay.
RBX1-CUL1 inh: inhibitors of human ROC1-CUL1 ubiquitin ligase activity; E3 ubiquitin-protein ligase RBX1 (Homo sapiens) + Cullin-1 (Homo sapiens), P62877+Q13616; in vitro K48 di-Ub FRET, acceptor:donor ratio, 45 min; inhibition, % at 10 µM; 140,000 tested, 0.6% active; in the data active = inhibition above about 25%
Target sequence (P62877 whole entry, looked up): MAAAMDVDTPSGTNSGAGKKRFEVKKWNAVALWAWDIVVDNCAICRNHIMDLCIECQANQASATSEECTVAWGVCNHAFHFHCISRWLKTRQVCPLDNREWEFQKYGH
Target sequence (Q13616 whole entry, looked up): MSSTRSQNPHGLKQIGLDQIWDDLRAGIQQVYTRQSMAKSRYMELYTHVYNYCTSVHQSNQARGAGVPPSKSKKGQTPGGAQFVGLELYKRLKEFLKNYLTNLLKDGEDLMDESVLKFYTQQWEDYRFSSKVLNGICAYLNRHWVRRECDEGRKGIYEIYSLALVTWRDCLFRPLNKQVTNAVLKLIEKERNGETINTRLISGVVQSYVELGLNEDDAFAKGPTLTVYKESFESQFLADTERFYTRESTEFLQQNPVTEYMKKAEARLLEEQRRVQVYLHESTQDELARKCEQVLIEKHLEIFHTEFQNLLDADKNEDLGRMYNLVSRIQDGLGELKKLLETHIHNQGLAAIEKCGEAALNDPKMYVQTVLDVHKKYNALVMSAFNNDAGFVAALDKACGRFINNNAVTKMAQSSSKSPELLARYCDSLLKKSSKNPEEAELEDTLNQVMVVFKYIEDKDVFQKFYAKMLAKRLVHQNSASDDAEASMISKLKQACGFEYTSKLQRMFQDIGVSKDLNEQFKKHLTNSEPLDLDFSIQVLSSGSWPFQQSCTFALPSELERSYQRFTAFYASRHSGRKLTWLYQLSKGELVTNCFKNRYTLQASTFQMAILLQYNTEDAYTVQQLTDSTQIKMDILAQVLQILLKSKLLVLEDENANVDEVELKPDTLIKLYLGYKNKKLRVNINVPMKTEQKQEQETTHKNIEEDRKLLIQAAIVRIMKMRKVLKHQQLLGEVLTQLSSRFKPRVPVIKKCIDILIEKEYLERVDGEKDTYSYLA
* marks the source's active call; other numbers are inactive results.

Screening Cc1ccc(O)c(NC(=O)c2nc3nc(C)cc(C(F)F)n3n2)c1 returned RBX1-CUL1 inh -8.
OCc1ccc(-c2ccc(Br)c(Cl)c2)o1 was read as RBX1-CUL1 inh 15.
For CCCOc1cc(C)c(Cl)cc1S(=O)(=O)NCc1ccccc1 the results were RBX1-CUL1 inh 1.
`O=C(Nc1ccc(Br)cc1)c1ccc(CSc2ncccn2)cc1` gave RBX1-CUL1 inh -1.
For CCOc1cc(/C=C2\SC(=Nc3cccc(C(=O)O)c3)NC2=O)c(Br)cc1OCC(=O)Nc1ccc(C)cc1 the results were RBX1-CUL1 inh 97*.
Screening COC(=O)c1c(NC(=O)c2ccco2)sc2c1C(C(=O)OC)CC2 (stereo not given) returned RBX1-CUL1 inh 6.
For COc1ccc(Cc2nc3ccc(C(=O)NCCc4ccccc4)cc3o2)cc1 the results were RBX1-CUL1 inh -10.
`Cn1cc(C(=O)Nc2ccc(C#N)cc2)c2ccccc2c1=O` gave RBX1-CUL1 inh 2.
CCn1c(CN2CCCCC2)nc2cc(NC(=O)COc3ccc(C(C)(C)C)cc3)ccc21 was read as RBX1-CUL1 inh -3.
Cc1nc(-c2ccc(S(=O)(=O)N(Cc3ccccc3)C(C)C)cc2)co1 was read as RBX1-CUL1 inh -7.
COC(=O)c1cc2occc2n1Cc1nc(-c2cccc(Cl)c2)oc1C was read as RBX1-CUL1 inh -4.
For COc1ccc(-c2csc3nc(-c4cccc5ccccc45)oc(=O)c23)cc1OC the results were RBX1-CUL1 inh -2.
`O=C(Nc1ccc(F)cc1)C1CCN(c2nc3ccccc3nc2C(F)(F)F)CC1` gave RBX1-CUL1 inh -8.
Screening COc1ccccc1C(=O)Nc1ccc(C(=O)OCc2cc(=O)n3ccsc3n2)cc1 returned RBX1-CUL1 inh -9.
Screening COc1ccccc1C(=O)NNc1nc(-c2ccc(Br)cc2)cs1 returned RBX1-CUL1 inh -7.
`O=C(NCc1cccnc1N1CCN(c2ccccn2)CC1)c1cccnc1` gave RBX1-CUL1 inh 8.
Screening CC(C)c1cc(C(=O)N2CCCC(C(=O)c3ccc4c(c3)OCO4)C2)on1 (stereo not given) returned RBX1-CUL1 inh 8.
COCCCNC(=O)c1cc2cc(S(=O)(=O)N3CCCCC3)ccc2n1C was read as RBX1-CUL1 inh 1.
For COc1cc(/C=C2/C(C)=C(C#N)c3nc(N)c(C#N)c(C)c32)cc(Br)c1O the results were RBX1-CUL1 inh 5.
Screening O=C(NCC12CC3CC(CC(C3)C1)C2)c1ccc2c(c1)OCCO2 returned RBX1-CUL1 inh 4.

An excerpt from above in order of formula weight, lowest first.
OCc1ccc(-c2ccc(Br)c(Cl)c2)o1 was read as RBX1-CUL1 inh 15.
Screening O=C(NCC12CC3CC(CC(C3)C1)C2)c1ccc2c(c1)OCCO2 returned RBX1-CUL1 inh 4.
Screening Cc1ccc(O)c(NC(=O)c2nc3nc(C)cc(C(F)F)n3n2)c1 returned RBX1-CUL1 inh -8.
Screening COC(=O)c1c(NC(=O)c2ccco2)sc2c1C(C(=O)OC)CC2 (stereo not given) returned RBX1-CUL1 inh 6.
For CCCOc1cc(C)c(Cl)cc1S(=O)(=O)NCc1ccccc1 the results were RBX1-CUL1 inh 1.
Screening CC(C)c1cc(C(=O)N2CCCC(C(=O)c3ccc4c(c3)OCO4)C2)on1 (stereo not given) returned RBX1-CUL1 inh 8.
COC(=O)c1cc2occc2n1Cc1nc(-c2cccc(Cl)c2)oc1C was read as RBX1-CUL1 inh -4.
For COc1ccc(Cc2nc3ccc(C(=O)NCCc4ccccc4)cc3o2)cc1 the results were RBX1-CUL1 inh -10.
COCCCNC(=O)c1cc2cc(S(=O)(=O)N3CCCCC3)ccc2n1C was read as RBX1-CUL1 inh 1.
`O=C(Nc1ccc(Br)cc1)c1ccc(CSc2ncccn2)cc1` gave RBX1-CUL1 inh -1.
Screening COc1ccccc1C(=O)NNc1nc(-c2ccc(Br)cc2)cs1 returned RBX1-CUL1 inh -7.
`O=C(Nc1ccc(F)cc1)C1CCN(c2nc3ccccc3nc2C(F)(F)F)CC1` gave RBX1-CUL1 inh -8.
For COc1cc(/C=C2/C(C)=C(C#N)c3nc(N)c(C#N)c(C)c32)cc(Br)c1O the results were RBX1-CUL1 inh 5.
Screening COc1ccccc1C(=O)Nc1ccc(C(=O)OCc2cc(=O)n3ccsc3n2)cc1 returned RBX1-CUL1 inh -9.
CCn1c(CN2CCCCC2)nc2cc(NC(=O)COc3ccc(C(C)(C)C)cc3)ccc21 was read as RBX1-CUL1 inh -3.
For CCOc1cc(/C=C2\SC(=Nc3cccc(C(=O)O)c3)NC2=O)c(Br)cc1OCC(=O)Nc1ccc(C)cc1 the results were RBX1-CUL1 inh 97*.

The listing continues:
`CN(C)c1ccc(/C=N\NC(=O)c2ccc3c(c2)CN(c2cccc(C(F)(F)F)c2)C3)cc1` gave RBX1-CUL1 inh -4.
`CCN1C(=O)c2cccc3c(S(=O)(=O)N4CCCC4)ccc1c23` gave RBX1-CUL1 inh 6.
For O=C(CCCO)NN=Cc1cc(Br)ccc1O the results were RBX1-CUL1 inh -2.
O=C(Nc1cc2nn(-c3ccccc3)nc2cc1Cl)c1cccc(Br)c1 was read as RBX1-CUL1 inh -2.
For CS(=O)(=O)c1ccc(N2CCOCC2)c(S(C)(=O)=O)c1 the results were RBX1-CUL1 inh 8.
For COc1cc(C2C(C(C)=O)C(=O)C(=O)N2CCc2c[nH]c3ccccc23)ccc1O (stereo not given) the results were RBX1-CUL1 inh -12.
CSCCCN1CCC(N2CCCC(C(=O)NCc3ccccc3)C2)CC1 (stereo not given) was read as RBX1-CUL1 inh 8.
Screening O=C(c1cnn(-c2ncc3c(n2)-c2ccccc2CC3)c1C1CC1)N1CCN(Cc2ccccc2)CC1 returned RBX1-CUL1 inh 1.
CC(O)c1nc2ccccc2c(=O)n1N (stereo not given) was read as RBX1-CUL1 inh 9.
COc1cccc(CC2(CO)CCN(C(=O)c3scc4c3CCCC4)CC2)c1 was read as RBX1-CUL1 inh 3.
For O=c1oc2c3c(nn2c2ccccc12)CCCC3 the results were RBX1-CUL1 inh -2.
O=C1OCCN1Nc1ccc([N+](=O)[O-])cn1 was read as RBX1-CUL1 inh 4.
Screening C=CCn1c(=O)c2c(nc3n2CC(C)=NN3C(C)C)n(C)c1=O returned RBX1-CUL1 inh -10.
`CC(=O)N1CCc2cc(CNS(=O)(=O)c3ccc(Br)s3)ccc21` gave RBX1-CUL1 inh -11.
For CC(=O)Oc1ccc(NS(=O)(=O)c2ccccc2)cc1 the results were RBX1-CUL1 inh -2.
Screening O=C(c1nc2sccn2c1CN1CCc2sccc2C1)N1CCCC1 returned RBX1-CUL1 inh -5.
Screening COc1ccc(CCNC(=O)CSc2nnc3cc(C)c4ccccc4n23)cc1 returned RBX1-CUL1 inh 8.
COc1ccc(C(=O)NC(NCCOC23CC4CC(CC(C4)C2)C3)(C(F)(F)F)C(F)(F)F)cc1 was read as RBX1-CUL1 inh 1.
For O=C1CN(C(=O)Nc2ccccc2C(F)(F)F)C(c2ccccc2)c2c(sc3c2CCCC3)N1 (stereo not given) the results were RBX1-CUL1 inh 3.
Screening Cn1c(=O)cc(OCCCC(=O)Nc2ccc(F)cc2)c2ccccc21 returned RBX1-CUL1 inh 5.
Screening CCC(=O)c1nc2c(N)nc(N(C)C)nc2nc1SC returned RBX1-CUL1 inh 1.
For O=S(=O)(c1ccccc1)N(c1c(Cl)cc(Cl)cc1Cl)S(=O)(=O)c1ccccc1 the results were RBX1-CUL1 inh 9.
`NC1=NC(c2ccc(Cl)cc2)n2c(nc3ccccc32)N1` (stereo not given) gave RBX1-CUL1 inh 4.
CCOc1ccc(-n2nc3c(c(C)nn4cnnc34)c2C)cc1 was read as RBX1-CUL1 inh -4.
`Cc1ccc(S(=O)(=O)N(C)c2ccc([N+](=O)[O-])cc2N)cc1` gave RBX1-CUL1 inh 4.
Screening CN1C(C(=O)NC(C)(C)C)=CC(c2ccc3c(c2)OCO3)=NS1(=O)=O returned RBX1-CUL1 inh 1.
`O=C(Nc1nnc(S(=O)(=O)N2CCN(c3ccc(F)cc3)CC2)s1)c1ccc(Cl)cc1` gave RBX1-CUL1 inh -10.
COCCc1nn2c(=O)cc(COC(=O)c3ccc(Br)cc3)nc2s1 was read as RBX1-CUL1 inh -7.
Cc1ccc2c(c1)c1cccc3c1n2CCN3CCC(N)=O was read as RBX1-CUL1 inh -2.
Screening O=C(Cn1c(Sc2ccc(C(F)(F)F)cn2)nc2ccccc21)c1ccc(Cl)cc1 returned RBX1-CUL1 inh -9.
For O=c1cc(C2CCOCC2)nc(-c2ccc(CN3CCN4CCCC4C3)cc2)[nH]1 (stereo not given) the results were RBX1-CUL1 inh 9.
C=CCn1c(=O)c2c(nc3n2CC(C)=NN3CCOC)n(C)c1=O was read as RBX1-CUL1 inh -1.
For c1ccc(C2=Nc3ccccc3N=C(c3ccccc3)C2)cc1 the results were RBX1-CUL1 inh -2.
For Cc1ccc(CNC(=O)CCS(=O)(=O)c2cc(Br)cc3c2N(C(=O)C2CC2)CC3)cc1 the results were RBX1-CUL1 inh -1.
`CC1=NNC(=O)C1CCC(=O)N/N=C\C=C\c1ccco1` (stereo not given) gave RBX1-CUL1 inh 1.
`O=C(CSc1nnc(-c2cccs2)n1-c1ccccc1)c1ccc(Cl)cc1` gave RBX1-CUL1 inh -1.
For Oc1ccc(-c2ccc(Cl)s2)cc1 the results were RBX1-CUL1 inh -8.
For O=c1[nH]c(O)c(N=Nc2ccc(SC(F)(F)F)cc2)c(=O)[nH]1 the results were RBX1-CUL1 inh 13.
`Cc1ccc(-n2c(C)cc(C(=O)CSc3nnc4cc(C)c5ccccc5n34)c2C)cc1C` gave RBX1-CUL1 inh -3.
`COc1ccc(NC(=O)C(Cc2ccc3c(c2)OCO3)=NC(=O)c2ccc(OC)cc2)cc1` gave RBX1-CUL1 inh -2.
`COC(=O)c1cc(NC(=O)Cc2ccc(Br)cc2)cc(C(=O)OC)c1` gave RBX1-CUL1 inh 9.
CC(C)COc1cccc(C(=O)N2CCN(c3ncccn3)CC2)c1 was read as RBX1-CUL1 inh 2.
For Fc1cc(F)c(C2SCCN2C(=S)Nc2ccc(Cl)cc2)c(F)c1 (stereo not given) the results were RBX1-CUL1 inh 5.
`Cc1ccc(-c2nnc(N)o2)cc1` gave RBX1-CUL1 inh 5.
Screening Cc1ncc(CO)c2c1Oc1nc(-c3ccccc3)nc(SCC(=O)N3CCCCC3)c1C2 returned RBX1-CUL1 inh -18.
C=C(C)CN(CC)Cc1nc(-c2ccc(OC)c(C)c2OC)oc1C was read as RBX1-CUL1 inh 4.
Screening Cc1ccc(C(=O)Oc2ccc3c(C)cc(=O)oc3c2)cc1C returned RBX1-CUL1 inh 0.
COc1ccc(C2CC(=O)N(Cc3ccc(F)cc3)c3ccccc3S2)cc1 (stereo not given) was read as RBX1-CUL1 inh -14.
Screening O=C(c1ccccc1Nc1ccccc1)N1CCCCC1 returned RBX1-CUL1 inh -6.
For Cc1cccc(NC(=O)CSc2nc(-c3ccccc3)cc(-c3ccccc3)c2C#N)n1 the results were RBX1-CUL1 inh 2.
Screening COc1ccc(-c2ccc3c(N)c(C(=O)Nc4cccc(Cl)c4C)sc3n2)cc1OC returned RBX1-CUL1 inh -8.
Screening CCCNC(=O)CSC1=N/C(=C\c2ccc(Cl)cc2Cl)C(=O)N1C returned RBX1-CUL1 inh 2.
`COCCCN1C(=O)CC(CC(=O)N(C)CCC2CCCCO2)(c2ccccc2OC)C1=O` (stereo not given) gave RBX1-CUL1 inh 6.
`Cc1ccc(C)c(NS(=O)(=O)c2cc3c(c([N+](=O)[O-])c2)-c2c(cc(S(=O)(=O)Nc4cc(C)ccc4C)cc2[N+](=O)[O-])C3=O)c1` gave RBX1-CUL1 inh -4.
For N=c1n(CCOc2ccc(Br)cc2)c2ccccc2n1Cc1ccc(Br)cc1 the results were RBX1-CUL1 inh 1.
`C=C(C)CN1N=C(C)C(C)n2c1nc1c2c(=O)n(CCC)c(=O)n1C` (stereo not given) gave RBX1-CUL1 inh -2.
Cc1ccccc1CN1CCC2(CC1)NC(=O)c1ccccc1O2 was read as RBX1-CUL1 inh 1.
Screening Cn1c(=O)c2c(nc(N3CCCCC3)n2CCN=CN2CCOCC2)n(C)c1=O returned RBX1-CUL1 inh 9.
COc1ccc(C2CC(=O)c3c([nH]c(C(=O)OC4CCC(C)CC4)c3C)C2)cc1OC (stereo not given) was read as RBX1-CUL1 inh -3.
CCCCCCCCN1C(=O)/C(=C\c2ccc(N(C)C)cc2)C(=O)N(CCCC)C1=O was read as RBX1-CUL1 inh 4.
CCNC(=O)c1cn(CC(C)C)cc(C(=O)NCC(C)c2ccccc2)c1=O (stereo not given) was read as RBX1-CUL1 inh 2.
`Fc1ccc(C2(c3noc(-c4cn5ccsc5n4)n3)CCOC2)cc1` (stereo not given) gave RBX1-CUL1 inh -2.
CC(c1ccccc1)c1nnc(NC(=O)c2ccc3c(c2)OCO3)s1 (stereo not given) was read as RBX1-CUL1 inh 8.
For Cc1ccc(CNS(=O)(=O)c2cc(Br)cc3c2N(C(=O)C2CC2)CC3)cc1 the results were RBX1-CUL1 inh -7.
For O=C(O)C1=Nc2c(C(=O)O)c(C(=O)O)nc3c(C(=O)O)c(C(=O)O)nc(c23)C1C(=O)O (stereo not given) the results were RBX1-CUL1 inh 13.
For O=C(OC(C(=O)c1ccccc1)c1ccc(Cl)cc1)c1cc2ccccc2cc1O (stereo not given) the results were RBX1-CUL1 inh 6.
For COc1ccc(-c2nc(CCNC(=O)c3ccc(Br)o3)cs2)cc1 the results were RBX1-CUL1 inh -2.
For Cc1ccc(NC(=O)C(C)Sc2ncnc3sc4c(c23)CCCC4)cc1 (stereo not given) the results were RBX1-CUL1 inh 0.
`c1ccc2c(c1)Sc1cccc3c1N2CCCN3` gave RBX1-CUL1 inh -3.
`O=C(O)C1CCCCC1C(=O)Nc1ccc(N2CCN(c3cccc(Cl)c3)CC2)cc1` (stereo not given) gave RBX1-CUL1 inh -2.
Screening Cc1ccc(/C=C2/C(=O)N(C)C(=S)N2C)cc1 returned RBX1-CUL1 inh -7.
Screening COc1ccc(CNC(=O)C2CCCN(S(=O)(=O)c3ccc4c(c3)CCCN4C(C)=O)C2)cc1 (stereo not given) returned RBX1-CUL1 inh -8.
Screening COCCNC(=O)c1cc2c(Cl)nc3ccc(C)cc3c2s1 returned RBX1-CUL1 inh 11.

This is a subset; count on the stated rates, not on these rows.
